SUMO Mot1 rescue – SUMOylation pathway inhibition by Mot1-301 growth rescue; growth rescue, % at 18.8 µM; hit rate 1% among 320,000; S. cerevisiae Mot1-301 growth rescue, ATP luminescence, 38.5C; percent above DMSO median, 100 means doubled;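 active means every valid replicate shows activation above 250% relative to neutral control wells; inactive means the rest, any valid replicate at or below 250%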;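 further: OY570 slx delta 5 strain wells were the positive control but not used for scaling; some compounds called inactive have numbers as strong as hits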
CDK5 p35 inh – blocks human CDK5/p35 kinase activity; Q00535+Q15078; Recombinant CDK5/p35, ADP-Glo luminescence, 60 min; inhibition, % at 10 µM; hit rate 0.01% among 330,000; AID 488839;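 active means highest replicate inhibition of at least 50% and at least 75% of replicates reaching 50%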;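 further: plate controls were DMSO neutral control for no effect and GW8510 at 10 µM for full effect; many of its hits are not listed in these tables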
Rtt109 Vps75 – C. albicans Rtt109 histone acetyltransferase inhibition. hit rate 0.16% among 330,000. inhibition, % at 34.9 µM. AID 540336. purified Rtt109/Vps75, ThioGlo CoA-SH fluorescence, 4 h;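 active means inhibition of at least 50% in every replicate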
Keap1-Nrf2 PPI – disrupts human Keap1 binding to Nrf2 peptide | Q14145 | Keap1 Kelch-Nrf2 peptide fluorescence polarization, 1536-well | inhibition, % at 9.4 µM | hit rate 0.15% among 340,000; in the data active means inhibition above about 12%;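 further: human Keap1 Kelch domain with fluorescein labeled Nrf2 9mer peptide probe; 0% = neutral control wells and 100% = peptide positive control; higher means more block of Keap1 binding to Nrf2 peptide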
PvdQ acylase – blocks Pseudomonas aeruginosa PvdQ acylase activity. purified PvdQ acylase, fluorescence plate reader. inhibition, % at 10 µM. hit rate 0.063% among 340,000. AID 488965; in the data active means inhibition above about 30%, passing the limit was not always enough;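 further: 0% = vehicle neutral wells and 100% = reference inhibitor wells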
dFosB act – enhances mouse delta FosB homodimer DNA binding | purified delta FosB, TAMRA-CDK5 oligo fluorescence polarization; percent of positive-control signal above neutral wells | P13346 | activation, % at 25 µM | hit rate 0.99% among 340,000;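 active means mean activation above about 17%, with every replicate also reaching it, limit read from the data, passing the limit was not always enough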;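 further: fluorescence polarization rise as delta FosB binds a TAMRA Cdk5 AP-1 oligo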
RTF Ca sens inh – cardiac RTF calcium desensitization; hit rate 0.12% among 340,000; IANBD-labeled cardiac RTF, Ca2+ fluorescence; inhibition, % at 7.15 µM; AID 493244;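 active means inhibition above the mean inhibition of all tested compounds plus 3 SD, cut at about 17% in these data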;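 further: assay run at fixed EC70 calcium of 1.6 mM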
LANA DNA inh – KSHV C-LANA DNA binding inhibition. MBP-C-LANA/FAM-LBS DNA binding, fluorescence polarization. inhibition, % at 9 µM. hit rate 0.078% among 340,000. AID 504423;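 active means highest replicate inhibition at or above 60% at 9 µM, even if other replicates fall short; inactive means all replicates below 60% inhibition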;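 further: 0% = neutral control wells and 100% = 4 µM acridine orange control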
NSD2 HMT inh – NSD2 (human) methyltransferase inhibition; O96028; NSD2 peptide methylation, AlphaScreen, 120 min; inhibition, % at 12.5 µM; hit rate 0.54% among 310,000; AID 743445; in the data active means inhibition above about 50%
Target sequence (O96028 whole entry, looked up): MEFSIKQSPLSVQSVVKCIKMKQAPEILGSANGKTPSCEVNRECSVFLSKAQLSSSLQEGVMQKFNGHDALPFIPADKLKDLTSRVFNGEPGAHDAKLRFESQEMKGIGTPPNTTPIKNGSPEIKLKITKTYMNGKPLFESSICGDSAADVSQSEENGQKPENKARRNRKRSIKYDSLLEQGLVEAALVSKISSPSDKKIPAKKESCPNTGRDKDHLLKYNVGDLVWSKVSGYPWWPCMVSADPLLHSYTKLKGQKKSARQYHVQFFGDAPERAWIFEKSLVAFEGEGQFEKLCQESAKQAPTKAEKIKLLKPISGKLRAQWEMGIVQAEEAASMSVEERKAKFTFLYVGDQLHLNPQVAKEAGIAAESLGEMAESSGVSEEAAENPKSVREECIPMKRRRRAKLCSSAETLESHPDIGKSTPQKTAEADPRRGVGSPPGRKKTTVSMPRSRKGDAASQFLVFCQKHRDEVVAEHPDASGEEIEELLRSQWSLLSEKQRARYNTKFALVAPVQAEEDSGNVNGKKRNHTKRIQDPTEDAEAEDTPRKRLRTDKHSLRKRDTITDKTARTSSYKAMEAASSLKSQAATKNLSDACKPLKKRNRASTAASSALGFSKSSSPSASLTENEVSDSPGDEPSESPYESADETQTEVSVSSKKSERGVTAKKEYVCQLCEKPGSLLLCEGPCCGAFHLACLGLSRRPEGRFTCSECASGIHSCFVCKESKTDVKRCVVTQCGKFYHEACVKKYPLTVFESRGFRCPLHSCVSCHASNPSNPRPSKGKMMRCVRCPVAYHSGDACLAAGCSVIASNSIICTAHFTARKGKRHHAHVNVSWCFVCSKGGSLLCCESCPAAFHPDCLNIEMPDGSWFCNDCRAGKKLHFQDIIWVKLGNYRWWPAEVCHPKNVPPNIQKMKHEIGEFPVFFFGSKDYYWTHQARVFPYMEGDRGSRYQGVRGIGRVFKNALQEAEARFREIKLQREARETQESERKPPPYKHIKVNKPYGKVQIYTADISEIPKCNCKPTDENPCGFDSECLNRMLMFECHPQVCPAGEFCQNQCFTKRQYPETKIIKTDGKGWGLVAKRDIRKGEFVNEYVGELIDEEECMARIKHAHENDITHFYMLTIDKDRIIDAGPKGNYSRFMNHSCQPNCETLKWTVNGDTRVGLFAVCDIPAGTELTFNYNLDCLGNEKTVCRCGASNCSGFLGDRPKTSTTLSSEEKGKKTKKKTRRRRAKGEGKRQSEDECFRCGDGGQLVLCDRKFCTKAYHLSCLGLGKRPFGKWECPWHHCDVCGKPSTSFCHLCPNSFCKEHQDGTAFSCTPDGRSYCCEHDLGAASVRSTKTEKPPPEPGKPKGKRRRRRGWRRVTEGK
PfHsp90 set2 – inhibits growth of yeast expressing Plasmodium falciparum Hsp90 | S. cerevisiae expressing PfHsp90, BacTiter-Glo ATP, 48 h; yeast lacking PDR1 and PDR3 efflux regulators | inhibition, % at 9.4 µM | hit rate 0.32% among 310,000 | AID 504621;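 active means every replicate shows inhibition above about 80%, whatever the replicate mean, limit read from the data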;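 further: 0% = DMSO neutral controls and 100% = 20 µM radicicol positive controls; yeast relying on Plasmodium falciparum Hsp90 in place of its own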
cardiac RTF act – cardiac RTF calcium sensitization | P19429+P45379 | IANBD-labeled TnC RTF fluorescence at EC20 calcium; 0% EC20 calcium, 100% full calcium | activation, % at 7.2 µM | hit rate 0.24% among 340,000;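 active means activation above the mean over all tested compounds plus 3 SD, cut at about 30% in these data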;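 further: rise in fluorescence read as greater calcium sensitivity of cardiac thin filaments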
Starred values were filed as active, the others as inactive; i = inactive; . = no result given. Random draw from the library; about 3.2% have a hit in one of these screens.

canonical_smiles	SUMO Mot1 rescue	CDK5 p35 inh	Rtt109 Vps75	Keap1-Nrf2 PPI	PvdQ acylase	dFosB act	RTF Ca sens inh	LANA DNA inh	NSD2 HMT inh	PfHsp90 set2	cardiac RTF act
C/C(=N\NC(=O)c1ccc(C)cc1C)c1ccc2c(c1)OCO2	14	-0.4	-10	-4	-6	-7	-11	1.2	1	-10	-2
Cc1cccc(Nc2ncnc(N)c2[N+](=O)[O-])n1	91	-0.4	1	2	11	9	6	-1.3	-4	-8	-4
O=C(CCS(=O)(=O)c1ccc(Cl)cc1)Nc1ccc(F)cc1	-8	0.3	-4	-2	-15	-10	-10	-1.7	-1	-5	2
CC(=O)CCSc1ncnc2sc(-c3ccccc3)cc12	33	1.9	-7	-1	-8	-2	-1	-0.8	2	-15	-2
CCCNS(=O)(=O)c1ccc(CCC(=O)N2CCC(C)CC2)cc1	16	0.4	2	-4	-15	-1	9	0.3	-1	-5	-4
CC1=CCC2C(=O)N(c3cccc(C(=O)Nc4ccc(Cl)cc4)c3)C(=O)C2C1 (stereo not given)	-10	-1.6	18	-5	-16	-11	-1	-0.1	-1	-4	-8
Cc1cc(-c2nnc(SCC(=O)Nc3nccs3)o2)no1	14	-0.1	-7	-3	4	-6	4	0.7	-40	13	-3
N#Cc1ccc(-c2csc(NC3=NCCCCC3)n2)cc1	.	-1.2	1	0	12	-6	-7	8.8	0	-2	-3
O=C(COc1ccc(Cl)cc1)NCC(=O)N1CCC2(CC1)NCCc1[nH]cnc12	-9	0.8	-1	-4	-13	-10	-7	-0.5	-4	31	-2
COc1cccc(NC(=O)[C@H](C)NC(=O)C2CCN(S(=O)(=O)c3ccc(C)cc3)CC2)c1	5	-1.9	5	1	-12	-17	3	0.2	.	15	-5
Cc1cc(NC(=O)C2CCCN2C(=O)Nc2cccc(Cl)c2)ccc1-n1cnnn1 (stereo not given)	i	-0.2	9	0	5	-3	3	0.1	1	10	-4
C/C(=N\NC(=O)c1cc(Br)ccc1O)c1ccccn1	6	0.9	-1	-5	-11	-9	-9	1.6	-2	7	-3
O=C(NCc1ccc(F)cc1F)c1cc(COc2c(F)cccc2F)on1	36	0.1	0	-9	-5	-3	-5	-2.0	-7	20	1
COc1ccccc1CN1CCC(n2nccc2NC(=O)CCOc2ccccc2)CC1	-15	1.4	2	-1	-14	-7	-7	-0.2	3	21	-1
O=C1C2CC=C(Cl)CC2C(=O)N1CCc1ccccc1 (stereo not given)	-21	0.3	-8	-3	-12	-4	-14	6.5	6	-24	3
O=C(NCc1ccccc1F)C1CCCN1C(=O)NC1CCCCC1 (stereo not given)	-21	0.4	12	-5	-13	0	-9	1.1	22	-21	3
Cc1ccc2c(c1)N(CC(=O)N1CCc3ccccc3C1)C(=O)CO2	-2	-0.5	2	-4	-6	-9	-6	0.3	-2	-1	3
O=C(NC(NC(=S)Nc1cccc(Cl)c1)C(Cl)(Cl)Cl)OCc1ccccc1 (stereo not given)	2	3.3	-14	2	-3	-1	-10	-0.7	4	12	4
COCCn1c(C)cc(C(=O)CSc2nnc3ccccn23)c1C	-2	0.7	-5	-1	1	-5	-2	-0.6	.	-33	-5
COc1cc2[nH]c(=S)n(N(C(C)=O)C(C)=O)c(=O)c2cc1OC	-7	0.0	-1	6	12	-1	6	-2.8	2	-4	-3
CC(C)(C)c1ccc(C(=O)NC(=S)N2CCCC2)cc1	1	-0.4	19	1	11	-8	1	0.4	1	16	-1
CC(=O)c1c(C)oc2ccc(NS(=O)(=O)c3ccc(F)cc3C)cc12	-12	-2.5	-25	3	-2	-2	1	-1.1	-7	1	-3
CCOC(=O)c1sc(=S)n(C)c1NC(=O)c1ccccc1C	320	-2.8	-1	-6	-14	-9	-13	-1.2	1	17	-1
CCn1nccc1C(=O)Nc1ccc(Cl)c(Cl)c1	-18	-5.2	-8	-1	-3	-5	-12	0.7	-5	37	-3
COc1ccc(OC)c(Cc2nnc(CCC(=O)N3CCC(N4CCCCC4)CC3)o2)c1	-9	1.9	3	-1	-2	-3	.	-0.2	-1	-2	.

By substructure: those above containing a Cl atom.
canonical_smiles	SUMO Mot1 rescue	CDK5 p35 inh	Rtt109 Vps75	Keap1-Nrf2 PPI	PvdQ acylase	dFosB act	RTF Ca sens inh	LANA DNA inh	NSD2 HMT inh	PfHsp90 set2	cardiac RTF act
O=C(CCS(=O)(=O)c1ccc(Cl)cc1)Nc1ccc(F)cc1	-8	0.3	-4	-2	-15	-10	-10	-1.7	-1	-5	2
CC1=CCC2C(=O)N(c3cccc(C(=O)Nc4ccc(Cl)cc4)c3)C(=O)C2C1 (stereo not given)	-10	-1.6	18	-5	-16	-11	-1	-0.1	-1	-4	-8
O=C(COc1ccc(Cl)cc1)NCC(=O)N1CCC2(CC1)NCCc1[nH]cnc12	-9	0.8	-1	-4	-13	-10	-7	-0.5	-4	31	-2
Cc1cc(NC(=O)C2CCCN2C(=O)Nc2cccc(Cl)c2)ccc1-n1cnnn1 (stereo not given)	i	-0.2	9	0	5	-3	3	0.1	1	10	-4
O=C1C2CC=C(Cl)CC2C(=O)N1CCc1ccccc1 (stereo not given)	-21	0.3	-8	-3	-12	-4	-14	6.5	6	-24	3
O=C(NC(NC(=S)Nc1cccc(Cl)c1)C(Cl)(Cl)Cl)OCc1ccccc1 (stereo not given)	2	3.3	-14	2	-3	-1	-10	-0.7	4	12	4
CCn1nccc1C(=O)Nc1ccc(Cl)c(Cl)c1	-18	-5.2	-8	-1	-3	-5	-12	0.7	-5	37	-3

Other entries follow:
canonical_smiles	SUMO Mot1 rescue	CDK5 p35 inh	Rtt109 Vps75	Keap1-Nrf2 PPI	PvdQ acylase	dFosB act	RTF Ca sens inh	LANA DNA inh	NSD2 HMT inh	PfHsp90 set2	cardiac RTF act
COc1ccccc1/C=C/C=N/Nc1cccc(C(=O)O)c1	-3	0.7	6	-3	-8	-4	-17	-0.3	.	-58	-9
Cc1ccc2c(c1)C(c1ccccc1)N(C(=O)c1ccc(F)cc1)CC(=O)N2 (stereo not given)	-8	0.5	5	-7	-11	1	-6	2.2	32	-9	-1
CCCC(NC(=O)CNC(=O)C(C)(C)C)C(=O)O (stereo not given)	-11	-1.0	-11	2	4	0	-2	0.1	-1	8	11
Cc1ccc(/C=C2\SC(=S)N(CCCC(=O)Nc3nccs3)C2=O)cc1	14	-1.5	-3	2	-6	6	-11	-0.9	-2	-7	1
COCCn1c(SCC(=O)Nc2sccc2C(N)=O)nnc1-c1ccncc1	2	1.4	-1	0	-5	-1	-5	-0.3	1	2	-3
C=CCNC(=S)N/N=C/c1ccc(C)c([N+](=O)[O-])c1	19	1.0	4	-1	5	0	-3	-1.2	0	-12	0
O=C(O)C1CCN(c2ccc([N+](=O)[O-])cc2[N+](=O)[O-])CC1	-8	1.8	-1	5	-7	-6	-5	2.4	10	-14	0
O=C(CN=C1NS(=O)(=O)c2ccccc21)OCC(=O)c1cc(F)ccc1F	2	-4.4	-9	-1	-6	1	-2	-0.1	2	3	-1
COC(=O)Cc1c(C)nc2nc(-c3ccc(OC)cc3)[nH]n2c1=O	-9	-0.4	-11	4	-10	1	0	0.9	-1	0	-3
Clc1ccc(Cl)c(OCCCCN2CCCCC2)c1	-2	-1.1	-2	-4	-9	3	-7	0.0	9	-4	-4
CC(C)=CC(=O)OCC(=O)Nc1ccc(F)cc1Cl	.	0.1	-6	-8	10	1	-9	1.2	-2	-3	-11
CC(Cl)C(=O)c1c[nH]c2ccccc12 (stereo not given)	.	1.1	2	1	6	1	-4	0.3	-5	.	-1
O=[N+]([O-])c1ccccc1S(=O)(=O)N1CCN(c2ccccc2)CC1	-22	-6.3	-27	-1	-4	-13	4	1.7	4	12	-3
O=C(Cn1[nH]c(=O)c2ccccc2c1=O)Nc1ccc2c(c1)CCC2	5	-0.9	.	-3	-10	-16	-12	1.4	.	13	-4
CCOc1cc(C(c2c(C)[nH][nH]c2=O)c2c(C)[nH][nH]c2=O)cc(Br)c1OC	4	0.6	18	-3	1	0	-2	3.2	.	4	-1
C/C(=N\NS(=O)(=O)c1ccc(Br)cc1)c1ccc(-n2ccnc2)cc1	.	-1.8	-2	-7	-14	3	-11	-0.7	0	.	-3
COc1ccccc1Nc1ccc2c(O)cc(S(=O)(=O)O)cc2c1	.	-0.8	-15	8	10	-36	18*	119*	110*	-10	-24
CC1=CCC2C(=O)N(c3ccc(S(N)(=O)=O)cc3)C(=O)C2C1 (stereo not given)	4	0.1	-5	2	-4	-8	3	-0.2	6	-4	-3
O=C(CN1CCN(Cc2cccc(Cl)c2)C1=O)NCc1ccccn1	-29	0.9	11	-4	8	-3	1	-0.3	.	-13	-3
CC1C(=O)NN=C1C(=O)N/N=C\c1ccc(O)cc1O (stereo not given)	-3	-6.0	-18	-6	-4	2	-4	1.3	-8	-6	1
O=C(Nc1ccccc1)Nc1ccc2c(c1)CCC2	-5	-0.2	5	0	12	-1	4	-1.1	0	26	-7
CCn1c(C(O)c2cc(OC)ccc2OC)nc2ccccc21 (stereo not given)	-2	-0.4	0	1	-12	-6	0	5.7	-2	10	-5
CN(c1ccc(OCC(=O)Nc2ccc(S(N)(=O)=O)cc2)cc1)S(=O)(=O)c1ccc(F)cc1	.	-0.5	1	2	0	-10	-6	-0.5	1	9	-2
COc1ccc(C(=O)NCC(=O)OCC(=O)NC2CCCC2)cc1	191	1.1	-6	2	-6	2	0	0.3	0	-6	-6
NC(=O)C1(NC(=O)[C@@H]2CC3(CC(c4cccc(NC(=O)[C@@H]5CCC(=O)N5)c4)=NO3)CN2C(=O)c2cnccn2)CC1 (stereo not given in full)	-9	-0.7	1	-2	-6	0	1	1.4	.	-15	7
c1coc(CNc2c3c(nc4ncnn24)CCCC3)c1	7	-0.3	-1	-2	-9	4	-1	-0.4	1	-13	2
Cn1c(=O)c2[nH]c(N=Nc3ccc(N)cc3N)nc2n(C)c1=O	-21	3.0	-4	-4	1	-4	0	-0.4	2	-5	5
CN(c1ccc(OCC(=O)OCC(=O)Nc2ccccc2)cc1)S(=O)(=O)c1ccc(F)cc1	-1	0.5	4	-2	-5	-13	-7	3.0	-1	-46	0
CCOC(=O)C1(CCCc2ccccc2)CCN(C(=O)CCN2CCCCC2=O)CC1	-3	-1.9	-6	5	-6	-5	-13	0.6	-3	-17	-2

Reprinted at random: three entries already listed.
canonical_smiles	SUMO Mot1 rescue	CDK5 p35 inh	Rtt109 Vps75	Keap1-Nrf2 PPI	PvdQ acylase	dFosB act	RTF Ca sens inh	LANA DNA inh	NSD2 HMT inh	PfHsp90 set2	cardiac RTF act
CCOC(=O)C1(CCCc2ccccc2)CCN(C(=O)CCN2CCCCC2=O)CC1	-3	-1.9	-6	5	-6	-5	-13	0.6	-3	-17	-2
CN(c1ccc(OCC(=O)OCC(=O)Nc2ccccc2)cc1)S(=O)(=O)c1ccc(F)cc1	-1	0.5	4	-2	-5	-13	-7	3.0	-1	-46	0
c1coc(CNc2c3c(nc4ncnn24)CCCC3)c1	7	-0.3	-1	-2	-9	4	-1	-0.4	1	-13	2
